Assay outcomes deposited in PubChem by several laboratories.
DYRK1A inh = inhibitors of rat Dyrk1A kinase; ADP-Glo luminescence, NFATc1 peptide; 310,000 tested, 0.43% active; inhibition, % at 12.5 µM; in the data active means inhibition above about 50%;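 further: plate controls were vehicle with enzyme for no effect and no enzyme for full effect; many of its hits are not listed in these tables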
HDAC3 inh = blocks human histone deacetylase 3; O15379; recombinant HDAC3, fluorogenic peptide/trypsin coupled, fluorescence; inhibition, % at 8.3 µM; 320,000 tested, 0.15% active; in the data active means inhibition above about 26%, passing the limit was not always enough; inconclusive means no clear call, values can overlap the other calls
Target sequence (O15379 whole entry, looked up): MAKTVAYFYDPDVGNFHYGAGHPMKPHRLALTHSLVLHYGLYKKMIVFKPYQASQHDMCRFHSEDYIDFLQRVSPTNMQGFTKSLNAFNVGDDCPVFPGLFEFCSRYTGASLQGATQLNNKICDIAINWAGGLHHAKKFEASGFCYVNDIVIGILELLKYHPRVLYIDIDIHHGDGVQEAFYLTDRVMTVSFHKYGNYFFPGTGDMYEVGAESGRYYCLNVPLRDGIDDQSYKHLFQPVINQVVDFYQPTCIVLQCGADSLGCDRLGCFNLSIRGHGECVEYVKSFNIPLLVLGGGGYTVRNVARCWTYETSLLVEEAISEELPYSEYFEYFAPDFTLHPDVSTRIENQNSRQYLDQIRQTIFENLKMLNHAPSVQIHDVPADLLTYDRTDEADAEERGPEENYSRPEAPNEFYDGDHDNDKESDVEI
RGS4 pot = potentiators or activators of RGS4 | HEK293 M3R/inducible RGS4, carbachol calcium flux Fluo4; stronger effect = lower value | 310,000 tested, 0.92% active | B-score at 10 µM;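 active means B-score of the integrated calcium signal more than 4 SD below the library mean, with starting fluorescence not abnormally high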;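 further: negative B-score means reduced calcium response which marks RGS4 activation or potentiation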
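Reagent: ECmax carbachol challenge; Test system: M3R-expressing HEK293 line, RGS4 induced by doxycycline; Schedule: overnight RGS4 induction, 30 min dye load 37 °C, 20 min compound RT; Detection: calcium dye Fluo4 fluorescence; Read-out: Agonist-evoked peak-minus-minimum fluorescence over baseline, integrated ratio, B score.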
hERG protect = hERG (human) protection from proarrhythmic block; Q12809; CHO-hERG, FluxOR thallium flux, dofetilide IC70 present; activation (rescue from dofetilide block), less the hit threshold, % at 10 µM; 310,000 tested, 0.51% active; AID 1511;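 active means activation above the mean of controls blocked by dofetilide plus 5 SD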;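 further: thallium influx through hERG after potassium depolarization seen as dye fluorescence rise; in these data hits start at about 4.7%; inactives centre near -7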
PolyA inh = yeast polyadenylation inhibition; 300,000 tested, 0.02% active; calls only at 12 µM; S. cerevisiae SKY197-pL101 polyadenylation reporter, beta-gal luminescence; efflux-impaired pdr1/pdr3 knockout yeast; score 100 = 6 SD above DMSO;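 active means lowest replicate activity score at least 50, where 100 means six control SD above control mean; inconclusive means lowest score under 50 but half or more replicates reach 50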;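 further: yeast exposed to compound for 9 h at 30 °C; higher score means more reporter readthrough which indicates perturbed polyadenylation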
KCNK3 inh = human KCNK3 channel inhibition, primary screen. 340,000 tested, 0.84% active. B-score at 10 µM. O14649. AID 602410. CHO-KCNK3 thallium flux, FluxOR fluorescence; stronger effect = lower value;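 active means B-score under library mean minus 4 SD, starting fluorescence ratio at most library mean plus 5 SD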;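 further: more negative B-score means stronger inhibition of thallium flux through KCNK3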
KCNK9 block = human KCNK9 channel inhibition | Q9NPC2 | HEK293 KCNK9, FluxOR thallium flux fluorescence; stronger effect = lower value | B-score at 10 µM | 310,000 tested, 1.2% active;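 active means ratio B-score over 3 SD below the library mean, with starting fluorescence within 5 SD of its mean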;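 further: negative B-score means less thallium flux so channel inhibition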
GSK3A inh = human GSK-3 alpha kinase inhibition. P49840. ADP-Glo luminescence, 60 min. inhibition, % at 10 µM. 320,000 tested, 0.1% active;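 in the data active means inhibition above about 50%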;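 further: GST-tagged GSK-3 alpha with peptide substrate and 25 µM ATP; 0% = DMSO neutral wells and 100% = GW8510 positive control wells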
GSK3beta inhib = blocks human GSK3beta kinase activity | GST-GSK3beta kinase, ADP-Glo luminescence, 60 min; stronger effect = lower value | P49841 | AID 2097 | 300,000 tested, 0.038% active | activity score (negative = inhibition), % at 10 µM;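 active means more than half of replicate wells score below -50%, meaning over 50% inhibition versus plate controls; inconclusive means some replicates but at most half score below -50%; inactive means no replicate scores below -50%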;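 further: 0% = median DMSO wells and -100% = median GW8510 positive control wells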
Target sequence (P49841 whole entry, looked up): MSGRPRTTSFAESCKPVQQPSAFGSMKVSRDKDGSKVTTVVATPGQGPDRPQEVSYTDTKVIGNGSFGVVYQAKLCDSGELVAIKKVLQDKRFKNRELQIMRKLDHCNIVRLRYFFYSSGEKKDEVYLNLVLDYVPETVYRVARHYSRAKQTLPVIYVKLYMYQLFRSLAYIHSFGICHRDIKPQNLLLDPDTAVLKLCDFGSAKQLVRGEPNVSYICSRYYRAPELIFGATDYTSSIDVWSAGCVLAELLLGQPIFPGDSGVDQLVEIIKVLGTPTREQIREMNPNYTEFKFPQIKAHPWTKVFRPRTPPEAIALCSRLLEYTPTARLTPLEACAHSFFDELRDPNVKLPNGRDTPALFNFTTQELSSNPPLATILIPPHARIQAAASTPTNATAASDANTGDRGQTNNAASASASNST
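Assay system: GST-fused GSK3beta enzyme, cell-free / Medium: Tris pH 7.5 buffer with MgCl2, DTT, BSA, heparin / Also added: peptide substrate plus 25 µM ATP (final) / Compound: 10 µM single point / Timing: kinase reaction with compound 60 min at room temperature / Detection: ADP-Glo luminescence / Benchmarks: DMSO neutral wells and GW8510 at 20 µM as positive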
KCNQ1 pot = potentiators or activators of human KCNQ1 potassium channel | P51787 | CHO-K1 KCNQ1, thallium flux FluxOR fluorescence; stronger effect = higher value | B-score at 10 µM | 310,000 tested, 0.35% active | AID 2648;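 active means fluorescence ratio B-score, a plate-corrected score, at least three library SD, with initial intensity B-score within 5 SD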
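Assay system: CHO-K1 cells stably expressing KCNQ1; Medium: assay buffer with matched DMSO; Also added: K+/Tl+ depolarizing stimulus; Dosing: single dose; Timing: dye 90 min, compound 20 min, room temperature; Measured by: kinetic FluxOR thallium fluorescence, 10-s 1-Hz baseline, 110-s post-stimulus read; Read-out: peak-minus-minimum fluorescence over initial fluorescence, negative-control normalized, B-scored.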
KCNQ1 block = human KCNQ1 channel inhibition; P51787; CHO-K1 KCNQ1, FluxOR thallium flux fluorescence; stronger effect = higher value; B-score at 10 µM; 310,000 tested, 1.3% active; AID 2642;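 active means compounds whose thallium flux B-score, printed positive for inhibition, exceeds three library SD while starting fluorescence stays within three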;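 further: channel opened by potassium depolarization with thallium stimulus after 20 min compound exposure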
Numbers without * were called inactive; i = inactive; ? = inconclusive; . = no result given. These rows are one share of the data, so the mix of outcomes need not match the whole.

SMILES	DYRK1A inh	HDAC3 inh	RGS4 pot	hERG protect	PolyA inh	KCNK3 inh	KCNK9 block	GSK3A inh	GSK3beta inhib	KCNQ1 pot	KCNQ1 block
COC(=O)CN1C(=O)N/C(=C/c2ccc(OC)cc2)C1=O	.	5	i	-10	i	i	i	-1	-2	i	i
O=C(CN1CCOCC1)NCC12CC3CC(CC(C3)C1)C2	-11	?	i	-11	i	i	i	-3	-1	i	i
NC(=O)COC(=O)c1cc(-c2cccs2)nn1-c1ccccc1	-10	-1	i	-5	i	i	i	0	2	i	i
CCn1nc(C(=O)OC2CCOC2=O)c2ccccc2c1=O (centres undefined)	3	0	i	-3	i	i	i	-2	.	i	i
Cc1ccc(NC(=O)CSc2nc3ccccc3c(=O)n2CCCN2CCCCC2)cc1C	-1	3	i	-14	i	i	i	0	-2	i	i
C=CCn1c(=N)n(CC(O)COc2ccccc2OC)c2ccccc21 (centres undefined)	-6	-1	i	-11	i	i	i	1	-3	i	i
CCCCC(=O)Nc1sc2c(c1C#N)CC(C)(C)OC2	3	-2	i	-7	i	i	i	0	0	i	i
CC(Sc1nc(-c2ccccc2)cc(C(F)(F)F)n1)C(=O)NCc1ccco1 (centres undefined)	-5	-3	i	-5	i	i	i	0	0	i	i
CN(C)S(=O)(=O)c1cccc(C(=O)NCc2cccs2)c1	10	-5	i	-4	i	i	i	-2	0	i	i
Cc1ccccc1NS(=O)(=O)c1cc(C(=O)Nc2cccc(N(C)S(C)(=O)=O)c2)ccc1C	-8	-5	i	-4	i	i	i	-1	-5	i	i
COc1ccc(Cl)cc1C(=O)NN=C1CCCC1	1	1	i	-6	i	i	i	-2	3	i	i
CC1CN(C(=O)c2cn3ccccc3n2)CC(C)O1 (centres undefined)	5	-4	i	-14	i	i	i	2	0	i	i
CC(C)(C)SCCNC(=O)/C=C/c1ccc(F)cc1	-2	3	i	0	i	i	i	-2	1	i	i
O=C(Nc1cc(Cl)ccc1-n1cncn1)c1cc(F)c(F)c(F)c1F	-2	2	i	-12	i	i	i	-1	0	i	i
S=c1[nH]c2ccc(Cl)cc2s1	18	1	i	53*	.	i	i	-1	4	69*	i
Cc1c(C)n(CCCN(C)C)c2ncnc(NCc3ccccc3)c12	1	-5	i	2	i	i	i	0	2	i	i
Cc1ccc(N2C(=O)Nc3ccc(Br)cc3C2(O)C(=O)NCCCN(C)C)cc1C (centres undefined)	0	-3	i	-3	i	i	i	0	-3	i	i
O=S(=O)(Nc1ccc(-c2cn3ccccc3n2)cc1)c1ccccc1	2	-8	i	-18	i	i	i	-1	-4	i	i
Cc1ccc(C(=O)C2C(c3ccc(-c4ccccc4[N+](=O)[O-])o3)NC(=O)NC2(O)C(F)(F)F)cc1 (centres undefined)	-1	15	i	-10	i	i	-10*	-1	3	i	i
CC(NS(=O)(=O)/C=C/c1ccccc1)C(=O)NCCc1ccc(S(N)(=O)=O)cc1 (centres undefined)	-5	.	i	0	i	i	i	.	4	i	i
Cc1ccc(NC(=S)N2CCN(C)CC2)c(C)c1	-3	1	i	-5	i	i	i	0	1	i	i
COc1ccc(CNC(=O)COC(=O)CCC2CCCCC2)cc1	12	5	i	-10	i	i	i	1	0	i	i
CCOC(=O)C1=NNC2C(=O)N(C3CCCCC3)C(=O)C12 (centres undefined)	-3	-5	i	-6	i	i	i	-2	0	i	i
COc1ccc2c(c1)c1ncn(Cc3ccccn3)c(=O)c1n2C	45	-97	i	-2	i	i	i	-3	-5	i	i
CCOC(=O)Cn1cncc1-c1ccc([N+](=O)[O-])cc1	6	2	i	-3	i	i	i	0	-1	i	i
CC(C)N(Cc1ccccc1)C(=S)Nc1cccnc1	.	5	i	0	i	i	i	5	0	i	i
COC(=O)/C=C/c1c(C)[nH]c(=O)[nH]c1=O	-14	2	i	-13	i	i	i	2	-2	i	i
Cc1cccc(-n2cc(-c3ccc([N+](=O)[O-])cc3)[nH]c2=S)c1	-7	.	i	-4	i	i	i	.	1	i	i
CCC(C)(C)NC(=O)C(c1ccc(OC)cc1)N(C(=O)CCC(=O)Nc1cc(C)on1)c1ccc2c(c1)OCCO2 (centres undefined)	-7	5	i	-8	i	i	i	0	-1	i	i
CC(C)(CO)C(O)C(=O)NCCC#N (centres undefined)	-5	-2	i	-5	i	i	i	3	-24	i	i
O=C(NC1CCCCCCC1)C1CCN(S(=O)(=O)N2CCCC2)CC1	-2	-3	i	-4	i	i	i	3	0	i	i
Cc1c(Cl)cccc1N1C(=O)c2ccccc2C1=O	2	0	i	-10	i	i	i	-1	-3	i	i
CC(C)NS(=O)(=O)c1ccc(OCC(=O)Nc2ccc3c(c2)OCO3)cc1	-4	-1	i	-9	i	i	i	1	1	i	i
COc1ccc(OC)c(S(=O)(=O)Nc2ccc(F)cc2)c1	8	-6	i	2	i	i	i	0	0	i	i
CCc1nnc(NC(=O)c2ncc(Cl)c(Cl)c2Cl)s1	14	-7	i	-14	i	i	i	0	2	i	i
CC(C)NC(=O)c1onc(CSc2nc3ccccc3[nH]2)c1C(=O)NC(C)C	-2	-2	i	-15	i	i	i	-1	1	i	i
CN1CCN(C(=O)C(=O)c2cn(CC(=O)N3CCCC3)c3ccccc23)CC1	-8	-5	i	-2	i	i	i	0	-21	i	i
CC(C)Oc1ccc(C(=O)NCc2ccco2)cc1	-4	2	i	-11	i	i	i	-3	1	i	i
O=S(=O)(Nc1ncccn1)c1ccc(Nc2ncnc3ccccc23)cc1	7	16	i	-9	i	i	i	3	-2	i	i
CCOC(=O)N1CCN(c2c(NCCOC)c(=O)c2=O)CC1	3	-2	i	-3	i	i	i	0	3	i	i
O=C(NCC1CCCO1)c1ccc(N2CCCCC2)c([N+](=O)[O-])c1 (centres undefined)	6	10	i	-6	i	i	i	0	5	i	i
Cc1nc2cncc(Br)c2n1C	-2	-2	i	-8	i	i	i	0	1	i	i
Cc1cc(NC(=O)CSc2c(C)[nH]c3ccccc23)no1	-3	.	i	-13	i	i	i	-1	-1	i	i
Nc1n[nH]c(N)c1N=Nc1ccc(F)cc1	-4	1	i	-14	i	i	i	-1	3	i	i
O=C1N/C(=N\N=C\c2cccs2)SC1Cc1ccc(Cl)cc1Cl (centres undefined)	-8	.	i	-12	i	i	i	.	0	i	i
O=c1[nH]nc(-c2ccc(NCCCO)c([N+](=O)[O-])c2)c2ccccc12	6	14	i	-3	i	i	i	0	-3	i	i
COc1ccccc1CNC(=O)C(=O)NCC1CCCO1 (centres undefined)	-3	-6	i	-1	i	i	i	6	4	i	i
CC(=O)c1ccc(Oc2nc3c(c(=O)n(C)c(=O)n3C)n2C)cc1	-31	1	i	-1	i	i	i	1	2	i	i
CCSc1cc(N2CCOCC2)nc(-c2ccccc2)n1	-2	3	i	0	i	i	i	-2	5	i	i
CC(=O)Nc1cc(C(=O)N2CCc3ccccc3C2)ccc1Sc1ccc(F)cc1	-1	-3	i	-13	.	i	i	2	-1	i	i

Overlap with the part before: four entries, followed by the next part.
SMILES	DYRK1A inh	HDAC3 inh	RGS4 pot	hERG protect	PolyA inh	KCNK3 inh	KCNK9 block	GSK3A inh	GSK3beta inhib	KCNQ1 pot	KCNQ1 block
COc1ccccc1CNC(=O)C(=O)NCC1CCCO1 (centres undefined)	-3	-6	i	-1	i	i	i	6	4	i	i
CC(=O)c1ccc(Oc2nc3c(c(=O)n(C)c(=O)n3C)n2C)cc1	-31	1	i	-1	i	i	i	1	2	i	i
CCSc1cc(N2CCOCC2)nc(-c2ccccc2)n1	-2	3	i	0	i	i	i	-2	5	i	i
CC(=O)Nc1cc(C(=O)N2CCc3ccccc3C2)ccc1Sc1ccc(F)cc1	-1	-3	i	-13	.	i	i	2	-1	i	i
COCCNc1nc2nonc2nc1NC(C)c1ccccc1Cl (centres undefined)	-7	-1	i	-7	i	i	i	-5	0	i	i
Cc1ccc(C(=O)OCc2nc3ccccc3s2)o1	7	-1	i	-14	i	i	i	-2	3	i	i
CCOC(=O)c1ccc(NC(=O)C2(c3ccc(Cl)cc3)CCCC2)cc1	0	6	i	-4	i	i	i	0	5	i	i
Cc1cc(NC(=O)Cn2nc(-c3cccs3)ccc2=O)cc(C)c1Br	0	5	i	-2	i	i	-8.3*	0	-2	i	i
N#Cc1ccc(COC(=O)c2ccccn2)cc1	.	2	i	-10	i	.	i	3	1	i	i
Brc1cc2c(cc1/C=N/Nc1nc(N3CCOCC3)nc(N3CCOCC3)n1)OCO2	-1	2	i	-7	i	i	i	0	4	i	i
Cn1c(=O)c2[nH]c(NCCCN3CCOCC3)nc2n(C)c1=O	9	.	i	-2	i	i	i	.	-3	i	i
CC(C)C(C(=O)NCc1ccco1)N(Cc1ccco1)C(=O)CNS(=O)(=O)c1ccccc1 (centres undefined)	-4	-4	i	-9	i	i	i	0	0	i	i
Cc1cccc(N2C(=O)CS/C2=N\NC(=O)c2cccnc2)c1C	4	-4	i	-1	i	i	i	2	-2	i	i
Cc1ccccc1/C=N/n1c(-c2ccccn2)n[nH]c1=S	.	17	i	-9	i	i	i	-9	-3	i	i
COc1cccc(/C=C/C(=O)N2CCN(c3n[nH]c(=O)[nH]c3=O)CC2)c1OC	-8	-5	i	-10	i	i	i	2	-4	i	i
Cc1sc2nnn(CC(=O)N3CCN(C(=O)c4ccco4)CC3)c(=O)c2c1C	8	?	i	-9	i	i	i	0	5	i	i
O=C(CN1CCOCC1)Nc1ccc2c(c1)CCC2	-10	.	i	-5	i	i	i	-1	-5	i	i
CN(CCc1ccccn1)C(=O)CC1C(=O)NCCN1Cc1cccc(F)c1 (centres undefined)	-5	-9	i	-10	i	i	i	1	2	i	i
COc1cccc(NC(=O)C2CCN(S(=O)(=O)c3ccc4c(c3)NC(=O)C(C)S4)CC2)c1 (centres undefined)	0	-2	i	-17	i	i	i	-1	0	i	i
Cc1ccccc1C(=O)Nc1nc(=S)ss1	11	-4	i	20*	i	i	i	-2	2	9*	i
